Bioassay records from PubChem BioAssay.
PfHsp40 rescue: compounds rescuing yeast from Plasmodium falciparum HSP40 toxicity; S. cerevisiae expressing PfHsp40, growth rescue, ATP luminescence; growth rescue, % at 12.5 µM; 0.68% of 340,000 active; AID 504582; in the data active means growth rescue above about 28%, passing the limit was not always enough; inconclusive means no clear call, values can overlap the other calls;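 further: yeast W303a lacking pdr1 and pdr3 grown in galactose medium; growth measured after three days at 30 °C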
BoNT A protease: BoNT A light chain protease inhibition; multiplex microsphere protease substrate cleavage, flow cytometry; inhibition, % at 10 µM; 0.17% of 360,000 active; AID 588499; further: plate controls were buffer without enzyme for full effect and enzyme alone for no effect
Anthrax LF prot: anthrax lethal factor protease inhibition; multiplex microsphere protease cleavage assay, LF; 0.12% of 360,000 active; P15917; inhibition, % at 10 µM; further: plate controls were buffer without enzyme for full effect and enzyme alone for no effect
TcdB inh: inhibitors of Clostridioides difficile toxin B glycohydrolase; 0.24% of 350,000 active; inhibition, % at 9.99 µM; P18177; TcdB glycohydrolase enzymatic assay, plate reader; AID 652162; in the data active means inhibition above about 10%
Target sequence (P18177 whole entry, looked up): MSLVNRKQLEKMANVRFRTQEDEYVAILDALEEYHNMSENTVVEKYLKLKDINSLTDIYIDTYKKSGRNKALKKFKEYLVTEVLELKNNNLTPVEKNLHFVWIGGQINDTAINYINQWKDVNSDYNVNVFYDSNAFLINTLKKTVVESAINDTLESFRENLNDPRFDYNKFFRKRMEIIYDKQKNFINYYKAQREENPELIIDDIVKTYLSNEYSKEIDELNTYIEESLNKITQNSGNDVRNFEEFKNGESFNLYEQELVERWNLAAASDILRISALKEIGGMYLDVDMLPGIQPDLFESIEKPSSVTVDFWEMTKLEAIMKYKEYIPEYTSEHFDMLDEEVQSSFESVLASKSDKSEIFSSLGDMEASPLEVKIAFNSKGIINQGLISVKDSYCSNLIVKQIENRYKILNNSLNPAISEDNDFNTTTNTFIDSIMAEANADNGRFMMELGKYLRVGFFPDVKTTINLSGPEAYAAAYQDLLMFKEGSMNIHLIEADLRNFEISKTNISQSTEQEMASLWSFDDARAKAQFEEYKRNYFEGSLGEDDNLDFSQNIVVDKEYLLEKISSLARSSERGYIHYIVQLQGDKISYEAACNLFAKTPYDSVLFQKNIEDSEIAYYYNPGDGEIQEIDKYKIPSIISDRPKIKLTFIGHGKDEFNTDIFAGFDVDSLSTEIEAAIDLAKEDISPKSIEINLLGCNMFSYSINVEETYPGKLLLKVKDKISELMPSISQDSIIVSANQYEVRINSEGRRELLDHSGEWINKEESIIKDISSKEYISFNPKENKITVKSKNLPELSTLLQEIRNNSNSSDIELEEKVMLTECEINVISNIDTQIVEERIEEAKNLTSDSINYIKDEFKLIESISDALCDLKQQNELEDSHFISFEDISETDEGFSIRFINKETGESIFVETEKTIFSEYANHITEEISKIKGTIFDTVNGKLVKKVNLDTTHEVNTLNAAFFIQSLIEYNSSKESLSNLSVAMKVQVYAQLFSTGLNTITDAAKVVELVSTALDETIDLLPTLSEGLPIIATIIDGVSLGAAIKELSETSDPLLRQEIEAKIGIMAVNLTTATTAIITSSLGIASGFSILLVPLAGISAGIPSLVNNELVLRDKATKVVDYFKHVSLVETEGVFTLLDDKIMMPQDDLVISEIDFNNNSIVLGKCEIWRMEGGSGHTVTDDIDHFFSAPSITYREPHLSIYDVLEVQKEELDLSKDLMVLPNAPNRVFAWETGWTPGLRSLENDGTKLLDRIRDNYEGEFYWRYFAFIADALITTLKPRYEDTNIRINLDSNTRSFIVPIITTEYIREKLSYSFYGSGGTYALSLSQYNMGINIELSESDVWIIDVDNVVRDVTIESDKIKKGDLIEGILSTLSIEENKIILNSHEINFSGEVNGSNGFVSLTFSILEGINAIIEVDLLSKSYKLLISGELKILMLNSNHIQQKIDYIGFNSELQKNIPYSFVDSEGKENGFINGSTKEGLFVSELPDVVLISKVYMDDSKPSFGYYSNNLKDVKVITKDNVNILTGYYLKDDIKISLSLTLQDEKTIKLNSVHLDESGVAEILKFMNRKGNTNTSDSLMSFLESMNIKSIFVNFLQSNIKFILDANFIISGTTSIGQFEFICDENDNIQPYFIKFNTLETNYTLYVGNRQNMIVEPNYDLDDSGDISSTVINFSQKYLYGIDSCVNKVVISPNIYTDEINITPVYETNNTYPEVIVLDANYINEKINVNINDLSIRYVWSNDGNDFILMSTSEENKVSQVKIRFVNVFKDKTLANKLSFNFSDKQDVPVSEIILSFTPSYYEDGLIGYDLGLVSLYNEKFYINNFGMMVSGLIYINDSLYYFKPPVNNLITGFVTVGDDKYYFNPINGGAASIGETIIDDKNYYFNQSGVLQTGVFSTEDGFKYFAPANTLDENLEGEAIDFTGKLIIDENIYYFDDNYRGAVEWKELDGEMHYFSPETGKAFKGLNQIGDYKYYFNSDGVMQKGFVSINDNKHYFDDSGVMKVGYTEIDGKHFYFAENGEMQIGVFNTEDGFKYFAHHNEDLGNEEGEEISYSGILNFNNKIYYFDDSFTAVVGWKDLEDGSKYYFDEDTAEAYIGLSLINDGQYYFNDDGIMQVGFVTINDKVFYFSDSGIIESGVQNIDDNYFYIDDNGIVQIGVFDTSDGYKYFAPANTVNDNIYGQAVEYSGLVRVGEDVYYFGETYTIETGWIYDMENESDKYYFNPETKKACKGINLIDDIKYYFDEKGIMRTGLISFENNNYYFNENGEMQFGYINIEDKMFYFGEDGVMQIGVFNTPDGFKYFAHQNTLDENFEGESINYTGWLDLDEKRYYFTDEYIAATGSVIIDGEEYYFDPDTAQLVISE
PriA SSB inh: inhibitors of Klebsiella pneumoniae PriA binding to SSB C-terminal tail; AlphaScreen SSBct-PriA binding, biotinylated peptide; inhibition, % at 33 µM; 0.6% of 430,000 active; in the data active means inhibition mostly above about 37%, no sharp cut-off; inactive means mostly below about 20%;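 further: plate controls were negative control peptide for no effect and reference peptide for full effect; strong numbers were not always called active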
PrPC surface inh: cell surface PrPC inhibition, primary TR-FRET screen; TR-FRET read-out; 0.43% of 370,000 active; P04156; inhibition, % at 13.8 µM; in the data active means inhibition above about 24%; further: 0% = median of the test wells and 100% = reference compound wells
BH1578 lux ind: quorum light induction in luxS cqsA deficient V. cholerae. V. cholerae BH1578 lux reporter, luminescence, 6 h. activation, % at 18.7 µM. 0.16% of 350,000 active. AID 588436; in the data active means activation mostly above about 9.7%, no sharp cut-off; inconclusive means no clear call, values can overlap the other calls; inactive means mostly below about 3.7%; further: not every result past the cut was called active; inactives centre near 0; reference of the scale not given here
Y pestis TopoI: Y. pestis Topo-I inhibition via cleavage products. 0.064% of 360,000 active. Y. pestis Topo-I cleavage product accumulation, plate reader. activity, % at 10 µM; in the data active means activity above about 50%, passing the limit was not always enough; inconclusive means no clear call, values can overlap the other calls; further: inactives centre near 2
SARS 3CLpro inh: SARS-CoV 3CLpro protease inhibition; inhibition, % at 6 µM; 0.14% of 290,000 active; recombinant SARS-CoV 3CLpro, quenched FRET peptide cleavage; AID 1706; in the data active means inhibition above about 12%
* = called active by the depositor; i = inactive; ? = inconclusive; / = not tested or not shown; & = joins results of further samples. Unless noted, no stated cut-off is given here; in the data, active means inhibition above about 30%; inconclusive means no clear call, values can overlap the other calls; inactive means below that.

SMILES	PfHsp40 rescue	BoNT A protease	Anthrax LF prot	TcdB inh	PriA SSB inh	PrPC surface inh	BH1578 lux ind	Y pestis TopoI	SARS 3CLpro inh
COc1ccccc1C(=O)N1CCC(C(=O)c2ccc(F)cc2)CC1	-0.4	4.5	-21	/	-2	-1	-0.1	1	-4
COCc1cccc(C2=CC(=O)C[C@H](c3ccc(F)cc3)C2)c1	1.3	-0.1	-6	1.1	-16	1	i	?	/
Cc1cccc(NC(=O)c2sc(-c3ccccc3)nc2-c2ccc([N+](=O)[O-])cc2)c1	2.0	1.8	1	0.3	5	1	-0.2	-16	5
CC1CCSP(=O)(Oc2ccccc2)O1 (stereo not given)	-0.6	/	/	1.2	-18	-6	i	-7	6
Cc1ccccc1N1CCN(c2ncnc3c2cnn3Cc2ccc(Cl)cc2)CC1	0.7	-0.3	-4	/	-12	-11	/	3	4
Cc1c(C=O)c2ccccc2n1CC(=O)N1CCc2ccccc2C1	0.3	0.4	-4	/	-3	9	-0.8	7	2
CCc1nnc(NC(=O)c2nc(S(=O)(=O)Cc3ccccc3)ncc2Cl)s1	0.3	-1.1	-2	0.4	-1	3	-0.2	4	0
CCc1ccccc1NC(=S)N1N=CCC1c1ccccc1 (stereo not given)	1.0	0.1	0	2.2	-14	8	-0.2	9	5
O=C(Nc1cccc2c1[nH]c1ccccc12)C(F)(F)F	0.2	1.5	-6	/	-17	11	1.9	-1	0
CCCN1CCN(CCCNC(=O)c2ccc(CS(=O)c3ccc(OC)cc3)o2)CC1 (stereo not given)	2.5	-0.4	0	5.0	-16	5	-0.3	0	-3
O=C(NCc1ccco1)c1cc(=O)c2ccccc2o1	0.6	0.0	0	1.0	-5	-7	-0.8	3	3
Nc1ccc(-c2nc3nc(N)nc(N)c3nc2-c2ccc(N)cc2)cc1	5.5	-1.1	-10	1.2	-6	-46	-0.5	-7	0
O=C(COC(=O)CNC(=O)C1CCCCC1)Nc1ccc(Cl)cc1F	0.3	-0.3	-1	-0.5	-20	7	i	-6	-6
O=C(NC1(C(=O)O)CCCC1)C(Cl)Cl	0.3	0.7	-6	1.0	-7	5	i	4	/
Cc1nn(CC(=O)NCc2cc3ccccc3[nH]2)c(C)c1[N+](=O)[O-]	-0.9	1.1	-1	0.3	18	3	-0.4	-3	-3
CN(C)S(=O)(=O)N1CCN(CC(=O)Nc2ccc(Br)cc2)CC1	-0.9	3.1	5	1.1	-11	-6	-1.1	-7	0
COc1ccc(S(=O)(=O)Nc2cccc(Cl)c2)cc1OC	-0.2	-2.1	1	/	-4	1	-11	6	7
COc1ccc([N+](=O)[O-])cc1NC(=O)C(C)OC(=O)c1ccccn1 (stereo not given)	-0.6	0.0	-5	1.4	-19	-17	-0.5	-2	-1
CN(Cc1ccccc1)S(=O)(=O)c1ccc(Cl)c(C(=O)NCCCN2CCCC2=O)c1	1.3	?	?	0.4	-5	0	-0.3	-4	/
CC12CCC(=O)N1C(C(=O)N1CCN(S(=O)(=O)c3ccc(F)c(F)c3)CC1)CS2 (stereo not given)	0.0	3.2	-3	-3.0	2	3	i	-5	/
CCN(CC)CCCN(C)C(=O)Cn1nc(Cc2ccncc2)c2ccccc2c1=O	-0.7	-3.7	1	0.1	-3	-6	i	2	1
Cc1nc(C)c2c(=O)cc(-c3ccccc3)[nH]c2n1	-0.5	-0.9	-1	0.0	-4	11	-0.4	-2	2
CC(=O)Nc1ccc(S(=O)(=O)NCc2ccc3c(c2)cc(C)n3C)cc1	0.5	72*	-115	7.8	17&20	35*	-0.3	-9	-7
O=C(Nc1ccc(N2CCOCC2)cc1)C1CC(=O)N(c2ccc(F)cc2)C1 (stereo not given)	-1.2	-0.2	-1	-0.2	0	9	2.8	4	5
O=C1C2CCCC1C(N1CCCCC1)CC2 (stereo not given)	0.1	/	/	0.6	-7	-5	-0.6	-8	2
COc1ccccc1C(=O)Nc1ccc(S(=O)(=O)Nc2nccs2)cc1	0.9	-6.1	3	-0.4	9	3	i	3	2
COc1cc2c(cc1OC)C(COc1ccc([N+](=O)[O-])cc1)N(C(C)=O)CC2 (stereo not given)	0.0	-2.3	-19	1.2	-14	-14	-0.6	-4	-1
O=C(CSc1nc(=O)n(CCCN2CCOCC2)c2c1CCC2)Nc1ccc([N+](=O)[O-])cc1	-1.3	-1.8	-3	2.3	0	-28	1.7	20	/
CC1CCCN(S(=O)(=O)c2cccc(C(=O)OCC(=O)N(C)Cc3c(F)cccc3Cl)c2)C1 (stereo not given)	2.9	-0.2	4	1.3	0	-1	-6.2	28	/
CCOc1cc(CNn2cnnc2SCC(=O)NC(C)(C)C)ccc1OCC(=O)NC(C)(C)C	0.1	-0.9	-2	0.6	-5	-1	-0.6	4	-1
COc1cccc(NC(=O)CSc2nncn2-c2ccccn2)c1	-0.1	1.3	-1	/	-8	9	-0.8	-3	0
O=C(NC(Cc1c[nH]c2ccccc12)C(=O)O)OCC1c2ccccc2-c2ccccc21 (stereo not given)	/	-0.1	4	-1.8	/	4	/	/	/
Cc1cccc(C(=O)O/N=C(\N)Cc2cccc3ccccc23)c1	300*	0.2	-5	/	i	/	-0.9	6	-1
Cc1cc(Cl)ccc1OCC(=O)NN1C(=O)C2C3C=CC(C3)C2C1=O (stereo not given)	0.5	-1.3	-10	-0.1	-14	-2	0.0	1	-1
COc1ccc(NC(=O)C[C@H]2C(=O)N(Cc3ccccc3)C[C@@H]2C)cc1	/	-0.2	-1	1.0	/	1	i	3	/
c1ccc2c(CNC3CCCCCC3)c[nH]c2c1	0.5	-2.6	-1	/	11	7	-0.1	0	-2
COc1ccc(OC)c(NC(=O)c2cccc(S(=O)(=O)N(Cc3ccccc3)c3ccccc3OC)c2)c1	3.1	-3.1	-5	/	-11	-3	-0.4	28	6
COc1ccc(NC(=O)Cn2nnc(-c3ccccc3)c2COc2ccc3ccccc3c2)cn1	/	0.1	0	0.9	/	5	i	11	/
Cc1nn(C)cc1S(=O)(=O)NCc1ccccc1Cl	-1.0	2.7	2	1.6	-11	3	i	4	2
O=C(CSc1ccccc1)NCc1cccnc1	-1.8	0.3	4	/	3	6	-0.4	4	-3
Cc1ccc(-c2cc(N)n(-c3ccc(F)cc3)n2)cc1	1.2	-0.4	0	-9.9	-2	6	-0.1	8	-2
CC1CCN(C(=O)NC(=O)c2ccccc2)CC1	-1.1	0.2	-1	2.0	-12	8	i	-6	-2
O=C(Nc1ccc2c(c1)OCCO2)C(c1ccnc2ccccc12)N1CCC(Cc2ccccc2)CC1 (stereo not given)	/	-1.0	1	0.4	/	20	/	/	/
CCCSc1nnc(CSc2ncccn2)n1C	9.8	-0.2	-6	0.1	-10	1	i	2	3
Cc1c(C(=O)O)oc2ccc(S(=O)(=O)NCc3ccc4c(c3)OCO4)cc12	0.7	-1.5	-4	/	-2	5	i	-14	6

One compound at a time, from the list above. Order of values: PfHsp40 rescue	BoNT A protease	Anthrax LF prot	TcdB inh	PriA SSB inh	PrPC surface inh	BH1578 lux ind	Y pestis TopoI	SARS 3CLpro inh
COc1ccc(OC)c(NC(=O)c2cccc(S(=O)(=O)N(Cc3ccccc3)c3ccccc3OC)c2)c1 reads 3.1	-3.1	-5	/	-11	-3	-0.4	28	6
COc1cccc(NC(=O)CSc2nncn2-c2ccccn2)c1 reads -0.1	1.3	-1	/	-8	9	-0.8	-3	0
O=C(CSc1ccccc1)NCc1cccnc1 reads -1.8	0.3	4	/	3	6	-0.4	4	-3
Cc1nn(C)cc1S(=O)(=O)NCc1ccccc1Cl reads -1.0	2.7	2	1.6	-11	3	i	4	2
Cc1cccc(C(=O)O/N=C(\N)Cc2cccc3ccccc23)c1 reads 300*	0.2	-5	/	i	/	-0.9	6	-1

Next section.
SMILES	PfHsp40 rescue	BoNT A protease	Anthrax LF prot	TcdB inh	PriA SSB inh	PrPC surface inh	BH1578 lux ind	Y pestis TopoI	SARS 3CLpro inh
CCOC(=O)N1CCN(C(=O)CCCCCn2c(=S)[nH]c3ccsc3c2=O)CC1	-0.5	0.1	6	7.2	-9	-4	-0.5	1	-4
O=C(Nc1nnc([C@H]2C[C@H](O)[C@@H](CO)O2)s1)NC1CCCCC1	/	-0.4	-2	0.8	/	-7	-0.4	-7	/
Cc1cc(C(F)(F)F)nn1CC(=O)NCc1cccs1	-0.6	0.1	-1	0.2	-8	3	-0.3	-5	1
Cc1ccc(C(c2nnnn2CC2CCCO2)N2CCN(C(=O)c3ccco3)CC2)cc1 (stereo not given)	-0.3	-0.2	-4	/	6	0	i	9	-1
COc1ccccc1C(=O)NC(CCSC)C(=O)NNC(=O)C(C)Oc1ccccc1F (stereo not given)	-0.5	/	/	0.8	-3	1	i	7	/
C=C(Br)Cn1c(CC(C)C)nc2ccccc21	-1.0	-0.6	0	/	3&1	-4	i	9	-3
COC(=O)c1sccc1-c1ccc(C(=O)Nc2cccc(Cl)c2)o1	1.1	-2.6	-22	/	-16	9	0.6	-5	-3
CC(C)=CCNc1ncnc2c1c(C#N)cn2C1OC(CO)C(O)C1O (stereo not given)	-1.5	0.8	-2	1.5	-9	-15	-1.0	-6	/
C/C(=N\NC(=O)c1cc2c(s1)CCC(C)C2)c1ccc[nH]1 (stereo not given)	-0.1	-0.5	2	1.5	/	-3	-1.4	10	/
CC(C)CNC(=O)COC(=O)c1ccc(Cl)c(S(=O)(=O)N2CCc3ccccc32)c1	0.5	-0.6	-1	-0.7	-7	-5	-0.1	1	1
CN(C(=S)Nc1cccnc1)c1ccc(O)cc1	-1.1	-1.1	0	-7.3	-8	-12	4.7	-2	-2
N#CCSc1ncnc2ccccc12	1.5	-0.6	1	-1.4	-9	19	-0.3	15	2
CC1(C)C2SCC(=O)N2CCN1CC(=O)NN (stereo not given)	-1.3	-4.2	-10	0.2	-6	-4	-0.4	-2	0
O=C(Nc1ccc2c(c1)OCO2)c1ccc(N2C(=O)c3ccccc3C2=O)cc1	-0.6	0.9	-2	1.1	-6	-4	-0.3	4	1
COc1cc([N+](=O)[O-])c2nc(C)ccc2c1[N+](=O)[O-]	-1.0	0.0	3	0.1	-7	-16	i	-1	/
CCCCn1c(=O)[nH]c(=O)c2c1nc(-c1cc(Br)ccc1OC)n2C	-0.9	-0.4	0	1.0	-10	-4	-1.5	8	8
COc1ccc(C2=NO[C@@H]3[C@@H]4C[C@@H]([C@H]5C(=O)N(C)C(=O)[C@@H]45)[C@H]23)cc1	0.2	-0.3	-1	-2.2	-14	3	-2.6	5	-6
CC(=O)N1CCN(CC(=O)NC(=O)Nc2ccc3c(c2)OCCO3)CC1	-1.5	-3.1	-1	0.2	0	4	7.9	4	/

Some of the entries above in another layout.
Below each compound – PfHsp40 rescue, BoNT A protease, Anthrax LF prot, TcdB inh, PriA SSB inh, PrPC surface inh, BH1578 lux ind, Y pestis TopoI, SARS 3CLpro inh
> COc1ccc(C2=NO[C@@H]3[C@@H]4C[C@@H]([C@H]5C(=O)N(C)C(=O)[C@@H]45)[C@H]23)cc1
    0.2, -0.3, -1, -2.2, -14, 3, -2.6, 5, -6
> Cc1nc(C)c2c(=O)cc(-c3ccccc3)[nH]c2n1
    -0.5, -0.9, -1, 0.0, -4, 11, -0.4, -2, 2
> Nc1ccc(-c2nc3nc(N)nc(N)c3nc2-c2ccc(N)cc2)cc1
    5.5, -1.1, -10, 1.2, -6, -46, -0.5, -7, 0
> COc1ccccc1C(=O)N1CCC(C(=O)c2ccc(F)cc2)CC1
    -0.4, 4.5, -21, /, -2, -1, -0.1, 1, -4

Not all compounds are listed. The share of hits here may be higher or lower than overall.
